Screens from PubChem BioAssay.
TMEM16A act – activators or potentiators of mouse TMEM16A chloride channel; Q8BHY3; HEK293 TMEM16A/YFP-H148Q/I152L, iodide quench fluorescence; hits give low values; B-score at 10 µM; 0.3% of 340,000 active;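 active = fluorescence-ratio B-score plate-corrected deviation score at least 3 library SD below zero, with starting fluorescence score within 5 deviations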;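 also: channel opened by trigger with iodide after compound preincubation; score built on the fluorescence ratio of max minus min over baseline; more negative score means more quench and so TMEM16A activation or potentiation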
KCNK9 inh – human KCNK9 channel inhibition; HEK293 KCNK9, FluxOR thallium flux fluorescence; hits give low values; Q9NPC2; 1.2% of 310,000 active; B-score at 10 µM; AID 488922;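 active = ratio B-score over 3 SD below the library mean, with starting fluorescence within 5 SD of its mean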;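 also: negative B-score means less thallium flux so channel inhibition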
ANO1 block – inhibitors of mouse TMEM16A calcium-activated chloride channel | 1.2% of 310,000 active | HEK293 TMEM16A/YFP iodide influx fluorescence, ionomycin | normalized B-score (activity score, 25-100; higher = stronger inhibition) at 10 µM | AID 588511;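 active = ratio plate-corrected score three or more library SD toward inhibition, starting fluorescence score within five deviations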;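 also: score derived from kinetic fluorescence span divided by baseline fluorescence per well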
MrgX1 ag – activates human MrgX1 receptor signaling | MrgX1-HEK293 cells, Fluo-4 calcium fluorescence, agonist mode; hits give high values | 0.44% of 310,000 active | Q96LB2 | B-score at 10 µM;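 active = calcium response B-score plate-corrected fluorescence ratio at least 3 library SD, with starting fluorescence B-score inside 5 SD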
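Material – MrgX1-expressing HEK293 cells · Input – 15,000 cells seeded per well · Dosing – compound as first of three additions · Times – overnight seeding, then 1 h dark dye loading · Measured by – kinetic Fluo-4 NW fluorescence of intracellular calcium · Read-out – B-scored fluorescence response ratio · Benchmarks – positive and negative control wells on each plate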
KCNQ1 inh – inhibitors of human KCNQ1 potassium channel; 1.3% of 310,000 active; CHO-K1 KCNQ1, FluxOR thallium flux fluorescence; hits give high values; B-score at 10 µM; P51787;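 active = compounds whose thallium flux B-score, printed positive for inhibition, exceeds three library SD while starting fluorescence stays within three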;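 also: channel opened by potassium depolarization with thallium stimulus after 20 min compound exposure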
Target sequence (P51787 whole entry, looked up): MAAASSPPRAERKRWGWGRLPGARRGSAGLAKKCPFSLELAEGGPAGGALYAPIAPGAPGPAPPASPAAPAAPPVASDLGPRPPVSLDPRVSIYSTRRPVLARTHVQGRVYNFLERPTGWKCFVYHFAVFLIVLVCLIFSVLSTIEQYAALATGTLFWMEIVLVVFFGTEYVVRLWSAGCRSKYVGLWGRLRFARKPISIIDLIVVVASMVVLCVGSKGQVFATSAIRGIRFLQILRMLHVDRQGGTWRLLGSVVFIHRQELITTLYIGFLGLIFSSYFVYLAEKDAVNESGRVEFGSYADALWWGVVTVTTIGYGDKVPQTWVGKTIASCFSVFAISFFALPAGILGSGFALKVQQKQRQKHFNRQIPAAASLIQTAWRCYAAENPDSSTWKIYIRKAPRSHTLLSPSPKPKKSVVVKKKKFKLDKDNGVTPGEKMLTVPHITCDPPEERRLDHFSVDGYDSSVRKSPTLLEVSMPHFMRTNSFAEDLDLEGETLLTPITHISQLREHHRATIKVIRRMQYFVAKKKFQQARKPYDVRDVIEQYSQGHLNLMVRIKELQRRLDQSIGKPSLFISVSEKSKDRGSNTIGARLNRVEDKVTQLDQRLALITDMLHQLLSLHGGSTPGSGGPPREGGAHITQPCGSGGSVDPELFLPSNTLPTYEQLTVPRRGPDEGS
RGS4 pot – RGS4 potentiation or activation. HEK293 M3R/inducible RGS4, carbachol calcium flux Fluo4; hits give low values. B-score at 10 µM. 0.92% of 310,000 active;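 active = B-score of the integrated calcium signal more than 4 SD below the library mean, with starting fluorescence not abnormally high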;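 also: negative B-score means reduced calcium response which marks RGS4 activation or potentiation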
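Detection: kinetic calcium fluorescence imaging with Fluo4-AM dye, 2 µM / Material: HEK293 cells with stable M3R and inducible RGS4 / Schedule: recording 10 s baseline at 1 Hz, 100 s post-agonist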
KCNQ1 act – human KCNQ1 channel potentiation or activation | P51787 | CHO-K1 KCNQ1, thallium flux FluxOR fluorescence; hits give high values | B-score at 10 µM | 0.35% of 310,000 active | AID 2648;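 active = fluorescence ratio B-score, a plate-corrected score, at least three library SD, with initial intensity B-score within 5 SD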
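Assay system: CHO-K1 cells stably expressing KCNQ1. Medium: assay buffer for compound exposure, DMSO matched across wells. Timing: 37 °C overnight plating, 90-min dark dye load, 20-min compound pretreatment. Signal: kinetic FluxOR fluorescence, 10 s baseline plus 110 s post-stimulus.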
MrgX1 allo act – allosterically activates human MrgX1 receptor signaling; MrgX1-HEK293, Fluo-4 calcium flux, FDSS; hits give high values; 0.63% of 310,000 active; Q96LB2; B-score at 10 µM;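 active = plate-corrected calcium response at least 3 library SD above typical, normal starting fluorescence, not activating the receptor alone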;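 also: compound read alongside a low EC10 to EC30 dose of BAM8-22 agonist; peak minus trough fluorescence over baseline measured at the second addition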
hERG protect – compounds protecting human hERG from proarrhythmic drug block. 0.51% of 310,000 active. Q12809. activation (rescue from dofetilide block), less the hit threshold, % at 10 µM. CHO-hERG, FluxOR thallium flux, dofetilide IC70 present;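 active = activation above the mean of controls blocked by dofetilide plus 5 SD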;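 also: thallium influx through hERG after potassium depolarization seen as dye fluorescence rise; in these data hits start at about 4.7%; inactives centre near -7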
KCNK3 inh – human KCNK3 channel inhibition, primary screen; O14649; CHO-KCNK3 thallium flux, FluxOR fluorescence; hits give low values; B-score at 10 µM; 0.84% of 340,000 active; AID 602410;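 active = B-score under library mean minus 4 SD, starting fluorescence ratio at most library mean plus 5 SD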;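 also: more negative B-score means stronger inhibition of thallium flux through KCNK3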
RGS4 inh – inhibitors of human RGS4 | P49798 | HEK293 M3R/RGS4 inducible, Fluo-4 calcium flux; hits give high values; triggered by carbachol at its EC20 | B-score at 10 µM | 0.45% of 310,000 active | AID 463165;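 active = B-score, a plate-corrected calcium signal, over three deviations above library mean, with baseline fluorescence within five deviations of library mean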;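 also: RGS4 expression induced by doxycycline in cells with stable M3 receptor; B-score is computed from the integrated fluorescence ratio over baseline after carbachol; higher B-score means a larger calcium signal and so more RGS4 inhibition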
Target sequence (P49798 whole entry, looked up): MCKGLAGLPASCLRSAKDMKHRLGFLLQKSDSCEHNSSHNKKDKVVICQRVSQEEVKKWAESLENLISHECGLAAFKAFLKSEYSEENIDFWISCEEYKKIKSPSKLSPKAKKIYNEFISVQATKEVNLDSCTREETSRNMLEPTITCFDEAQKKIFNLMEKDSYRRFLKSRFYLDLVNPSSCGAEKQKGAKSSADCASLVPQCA
* = called active by the depositor; i = inactive. Rows are unselected; any-hit rate near 6.3%.

SMILES	TMEM16A act	KCNK9 inh	ANO1 block	MrgX1 ag	KCNQ1 inh	RGS4 pot	KCNQ1 act	MrgX1 allo act	hERG protect	KCNK3 inh	RGS4 inh
CCC(C)c1ccc(NC(=O)C2CC3CCC2C3)cc1 (centres undefined)	i	-6.6*	i	i	i	i	i	i	-9	-9.4*	i
CCc1ccc(NC(=O)Nc2c(C)n(C)n(-c3ccccc3)c2=O)cc1	i	i	i	i	i	i	i	i	-8	i	i
CC(C)OC(=O)C1C2C=CC3(CN(CC4CCCO4)C(=O)C13)O2 (centres undefined)	i	i	i	i	i	i	i	i	-8	i	i
CC(C)C[C@H](NC(=O)c1nc[nH]c1C(=O)N1CCN(c2ccccc2)CC1)C(=O)OC(C)(C)C	i	i	i	i	i	i	i	i	-10	i	i
CC(C)c1ccc(Nc2cnn(C34CC5CC(CC(CC(=O)O)(C5)C3)C4)c(=O)c2Cl)cc1	i	i	i	i	i	i	i	i	1	i	i
O=C(O)CC1(CC(=O)NCc2csc(-c3cccs3)n2)CCCCC1	i	i	i	i	i	i	i	i	-6	i	i
Cc1nnsc1S(=O)c1ccc(Cl)cc1 (centres undefined)	i	i	i	i	i	i	i	i	-4	i	i
Cc1ccc(C(=O)Nc2cc(C)c(OCC(=O)N3CCOCC3)c(C)c2)cc1	i	i	i	i	i	i	i	i	-3	i	i
CCc1cccc2c(C(=S)N3CCCC3)c[nH]c12	i	i	i	i	i	i	i	i	-11	i	i
Cc1cc(=O)oc2cc(OCC(=O)OCC(=O)N(C)C3CCS(=O)(=O)C3)ccc12 (centres undefined)	i	i	i	i	i	i	i	i	-7	i	i
COc1ccc(C(CC(=O)N2CCCCC2)C(C)C)cc1 (centres undefined)	i	i	i	i	i	i	i	i	-10	i	i
COc1ccc(NC(=O)N2CCC(n3nnc4cc(C)ccc43)CC2)cc1	i	i	i	i	i	i	i	i	-8	i	i
CCCCc1ccc(NC(=O)CN2NS(=O)(=O)c3ccccc3C2=O)cc1	i	i	i	i	i	i	i	i	-12	i	i
CN(C)C(=O)NC(Nc1ccc(Cl)cc1Cl)C(Cl)(Cl)Cl (centres undefined)	i	i	i	i	i	i	i	i	-12	i	i
CN(C(=O)COC(=O)c1c2c(nc3ccccc13)CCCC2)c1c(N)n(Cc2ccccc2)c(=O)[nH]c1=O	i	i	i	i	i	i	i	i	-23	i	i
Clc1ccccc1CN(Cc1ccccc1)c1ncnc2nc[nH]c12	i	i	i	i	i	i	i	i	-8	i	i
Nc1nc(SCc2ccc(Cl)cc2)ns1	i	i	i	i	i	i	i	i	-16	i	i
CC(C)[C@H](NC(=O)NC1CCCc2ccccc21)C(=O)O (some centres undefined)	i	i	i	i	i	i	i	i	-2	i	i
COc1ccc(N2CCN(C(CNC(=O)C(=O)NC3CCCC3)c3ccco3)CC2)cc1 (centres undefined)	i	i	i	i	i	i	i	i	-7	i	i
COc1cccc(C(=O)/C=C/Nc2ccc(S(=O)(=O)Nc3cc(OC)nc(OC)n3)cc2)c1	i	i	i	i	i	i	i	20*	-6	i	i
CN1C(=O)/C(=C/c2cccc([N+](=O)[O-])c2)C(=O)N1c1ccccc1	i	i	i	i	i	i	i	i	-16	i	36*
CC(Nc1ccccc1)c1cccnc1 (centres undefined)	i	i	i	i	i	i	i	i	-18	i	i
Cc1noc(C)c1COc1ccc(C(=O)N2CCCC(C(N)=O)C2)cc1 (centres undefined)	i	i	i	i	i	i	i	i	-11	i	i
CN(c1ccccc1)S(=O)(=O)c1ccc(NC(=O)C2CCCCC2C(=O)O)cc1 (centres undefined)	i	i	i	i	i	i	i	i	-8	i	i
COc1ccc(OC)c(Nc2ncnc3c2cnn3-c2cccc(C)c2)c1	i	i	i	i	i	i	i	i	-5	i	i
CCCN(CC(=O)Nc1ccccc1C)C(=O)/C=C/c1ccc(S(=O)(=O)N2CCCCCC2)cc1	i	i	i	i	i	i	i	i	-12	i	i
CC1=C(C(=O)OCCOc2ccccc2)C(c2coc3ccccc3c2=O)C2=C(CCCC2=O)N1 (centres undefined)	i	i	i	i	i	i	i	i	1	i	i
CC(=O)N(Cc1cccs1)C1CCOC(C)(C)C1 (centres undefined)	i	i	i	i	i	i	i	i	-12	i	i
COc1ccc(-c2nc3c4ccccc4[nH]c(=O)n3n2)cc1	i	i	i	i	i	i	i	i	-13	i	i
COc1ccccc1N1CCN(C(=O)Cn2nc(C(F)(F)F)c3c2CCC3)CC1	i	i	i	i	i	i	i	i	-11	i	i
COc1ccc(O)c(/C=N/NS(=O)(=O)c2ccc(C)cc2)c1	i	i	i	i	i	i	i	i	-6	i	i
Cc1cc(C)c(OCCN(C)Cc2ccccc2)c(Br)c1	i	i	i	i	i	i	i	i	-10	i	i
COc1ccc(S(=O)(=O)c2nnn(-c3ccccc3Cl)c2N)cc1	i	i	i	i	i	i	i	i	-5	i	i
O=C(Nc1ccccc1)NC1CCCCCCC1	i	i	i	i	i	i	i	i	-8	i	i
O=c1[nH][nH]c(C(F)(F)F)c1C=Nc1cccc(Cl)c1	i	i	i	i	i	i	i	i	-1	i	i
CN(CC(=O)Nc1ccc(S(N)(=O)=O)cc1)Cc1ccccc1F	i	i	i	i	i	i	i	i	-12	i	i

Taken from above (3 entries):
SMILES	TMEM16A act	KCNK9 inh	ANO1 block	MrgX1 ag	KCNQ1 inh	RGS4 pot	KCNQ1 act	MrgX1 allo act	hERG protect	KCNK3 inh	RGS4 inh
COc1ccc(O)c(/C=N/NS(=O)(=O)c2ccc(C)cc2)c1	i	i	i	i	i	i	i	i	-6	i	i
Cc1cc(C)c(OCCN(C)Cc2ccccc2)c(Br)c1	i	i	i	i	i	i	i	i	-10	i	i
COc1ccc(S(=O)(=O)c2nnn(-c3ccccc3Cl)c2N)cc1	i	i	i	i	i	i	i	i	-5	i	i

Carrying on:
SMILES	TMEM16A act	KCNK9 inh	ANO1 block	MrgX1 ag	KCNQ1 inh	RGS4 pot	KCNQ1 act	MrgX1 allo act	hERG protect	KCNK3 inh	RGS4 inh
CCCCOC(=O)C(C#N)c1nc2ccccc2nc1N1CCOCC1 (centres undefined)	i	i	i	i	i	i	i	i	-6	i	i
CN(C)c1ccc(/C=N/NC(=O)c2sccc2-n2cccc2)cc1	i	i	i	i	i	i	i	i	-16	i	i
CC(=O)ON1C(C)(C)CC(OC(=O)c2ccccc2)CC1(C)C	i	i	i	i	i	i	i	i	-5	i	i
CN(NS(=O)(=O)c1ccc(F)cc1)c1ncc(C(F)(F)F)cc1Cl	i	i	i	i	i	i	i	i	-8	i	i
O=C(N/N=C(\c1ccccc1)c1cccnc1)C(O)(c1ccccc1)c1ccccc1	i	i	i	i	i	i	i	i	-7	i	i
COC(=O)CSC1=C(C#N)C(c2ccc(F)cc2)CC(=O)N1 (centres undefined)	i	i	i	i	i	i	i	i	-5	i	i
Cc1nnc(N2C(=O)C(O)=C(C(=O)c3ccco3)C2c2cccc3ccccc23)s1 (centres undefined)	i	i	i	i	i	i	i	i	-8	i	i
COc1ccc2[nH]cc(CCNS(=O)(=O)c3ccc(C)cc3)c2c1	i	i	i	i	i	i	i	i	-17	i	i
CC(=O)Nc1ccc(C(O)(C(F)(F)F)C(F)(F)F)cc1	i	i	i	i	i	i	i	i	-2	i	i
COC(=O)[C@H](C)NC(=O)Nc1ccc(OC(F)(F)F)cc1	i	i	i	i	i	i	i	i	1	i	i
CCOc1ccc(S(=O)(=O)N(C)CCO)cc1-c1nc2c(C(C)(C)C)nn(C)c2c(=O)[nH]1	i	i	i	i	i	i	i	i	-7	i	i
COc1cccc(NC(=O)CSc2ccc(-c3ccco3)nn2)c1	i	i	i	i	i	i	i	i	-10	i	i
CCOC(=O)CC(NS(=O)(=O)c1ccc2[nH]c(=O)sc2c1)c1ccc(C)cc1 (centres undefined)	i	i	i	i	i	i	i	i	-2	i	i
CCOC(=O)CSc1nc2ccccc2c(=O)n1C1CCCC1	i	i	i	i	i	i	i	i	-11	i	i
O=C1[C@@H]2CSCN2C(=O)CN1Cc1c(F)cccc1Cl	i	i	i	i	i	i	i	i	-8	i	i
Cc1cccc(NC(=O)c2ccc(S(=O)(=O)C(F)F)cc2)c1C	i	i	i	i	i	i	i	i	-4	i	i
CC1(C)NC(=O)N(CCCCOc2ccc3ccccc3c2Cl)C1=O	i	i	i	i	i	i	i	i	-12	i	i
COc1ccc(NC(=S)N/N=C2\CC(C)(C)Oc3ccc(O)cc32)cc1	i	i	i	i	i	i	i	i	-12	i	i
CC1(C)CC(=O)c2c(O)cc(OCC(=O)NCCc3ccc(S(N)(=O)=O)cc3)cc2O1	i	i	i	i	i	i	i	i	-8	i	i
CN(CC(=O)NCc1ccc(Cl)cc1)S(=O)(=O)c1cccc2nsnc12	i	i	i	i	i	i	i	i	-10	i	i
COc1ccc(C(=O)Nc2ccnn2C2CCN(Cc3ccncc3)CC2)cc1	i	i	i	i	i	i	i	i	-10	i	i
COc1ccccc1-c1ccc(SCC(=O)NC2CCCCC2)nn1	i	i	i	i	i	i	i	i	-9	i	i
CCCCn1c(=O)n(CC(=O)Nc2c(CC)cccc2CC)c(=O)c2c1nc(CO)n2CCC	i	i	i	i	i	i	i	i	-8	i	i
Cn1c(=O)c2c(ncn2CC(=O)N/N=C/c2ccco2)n(C)c1=O	i	i	i	i	i	i	i	i	-6	i	i
S=C(NCc1ccccn1)Nc1ccc(Cl)c(Cl)c1	i	i	i	i	i	i	i	i	-7	i	i
Cc1ccc(-n2c(O)c(/C=C3/C(c4ccccc4)=Nc4ccccc43)c(=O)[nH]c2=O)cc1	i	i	i	29*	i	i	i	i	-9	i	9.8*
CNc1ccc(Br)cc(C(=O)/C=C/c2ccc(OC)cc2OC)c1=O	i	i	i	i	i	i	i	i	-17	i	i
Cc1ccc(NC(=O)C2=C(O)c3ccccc3N(C)S2(=O)=O)cc1	i	i	i	i	i	i	i	i	-3	i	i
Cc1cc(C)n(-c2nnc3c4ccccc4n(C)c3n2)n1	i	i	i	i	i	i	i	i	-6	i	i
COC(=O)c1ccc(-c2ccc(F)cc2)nc1C	i	i	i	i	i	i	i	i	0	i	i
